MBNL1 CUG block – qHTS Assay for Inhibitors of MBNL1-poly(CUG) RNA binding. Potency, µM (series often up to 57.5 µM), for inactives: at the highest dose activity change, negative = inhibition, usual class: inhibitors. TR-FRET MBNL1-His/biotin-(CUG)12 binding, 665/545 ratio. actives 0.036% (n = 280,000). Muscleblind-like protein 1 (Homo sapiens), Q9NR56; active = well fitted inhibition curve with a large enough effect in the signal ratio, with a control signal flat, not every such curve was filed as active; inconclusive = small, poorly fitted or top-dose-only effect, or effect the other way, or a change in a side signal; inactive = no such curve, though single readings can be large or run the other way; the % refers to the signal ratio; also: potency is read from the fitted curve at half-maximal effect; % is scaled to controls: 0 for no effect and ±100 for the full control effect
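Compound titration spanned 92 nM–58 uM against the MBNL1-His/biotin-(CUG)12 complex. After 60 min at room temperature with 5 nM streptavidin-XL665 and 0.055 ng/ul terbium anti-His, ratiometric 665/545 nm emission (Ex 340 nm) normalized to controls.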
Menin-MLL TR inh – qHTS Assay for Inhibitors Targeting the Menin-MLL Interaction in MLL Related Leukemias: Competition With Texas Red Labeled MLL-derived Mutant Peptide | O00255 | actives 0.23% (n = 270,000) | Menin + Texas Red MLL mutant peptide, fluorescence polarization | Potency, µM (doses to about 61.6 µM), for inactives: at the highest dose FP activity change, negative = inhibition, most hits filed as inhibitors; active = well fitted inhibition curve with a large enough effect in the polarisation, with a control signal flat, not every such curve was filed as active; inconclusive = small, poorly fitted or top-dose-only effect, or effect the other way, or a change in a side signal; inactive = no such curve, though single readings can be large or run the other way; the % refers to the polarisation; also: potency is read from the fitted curve at half-maximal effect; % of control where 0% means no effect; many of its hits are not listed in these tables
TSHR antag – Antagonists of the Thyroid Stimulating Hormone Receptor: HTS campaign. TSHR-expressing cells, TSH-stimulated cAMP HTRF, 2 h; hits give low values. Thyrotropin receptor (Homo sapiens), P16473. activity change, negative = inhibition, % at 11.5 µM. actives 0.2% (n = 330,000). AID 504810, 2011;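 active = activity change below a set negative limit, meaning inhibition stronger than a set level, cut at about -70% in these data; inconclusive = activity change between two set negative limits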; also: % is scaled to controls: 0 for no effect and ±100 for the full control effect
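Freshly harvested TSHR cells receive pin-tooled compound, then EC80 TSH at 4nM final. After 2 hours at 37 deg C, antibody in lysis buffer and cAMP-d2 are added; 30 minutes at ambient temperature precede the HTRF read.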
CXXC DNA block – qHTS Fluorescence Polarization Assay for Inhibitors of MLL CXXC domain - DNA interaction; Histone-lysine N-methyltransferase 2A (Homo sapiens), Q03164; MLL-CXXC / FITC-HOXA9 DNA fluorescence polarization; AID 2662, 2010; Potency, µM (series often up to 115 µM), for inactives: at the top dose activity change, negative = inhibition, actives largely listed as inhibitors; actives 0.037% (n = 290,000); active = well fitted inhibition curve with a large enough effect in the polarisation, with a control signal flat, not every such curve was filed as active; inconclusive = small, poorly fitted or top-dose-only effect, or effect the other way, or a change in a side signal; inactive = no such curve, though single readings can be large or run the other way; the % refers to the polarisation; also: potency is read from the fitted curve at half-maximal effect
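Steps: dispense CXXC domain solution (7 uM) → pin compounds or unlabeled HOX-A9 DNA control → 5 min ambient → add FLSN-HOX-A9 solution (50 nM) → spin → 30 min ambient → fluorescence polarization. Tris pH 7.5/NaCl/DTT/BSA buffer.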
TCR activator – Activators of T cell receptors: qHTS campaign | primary human leukocytes, anti-CD3, IL-2 HTRF, 48 h | Potency, µM (doses to about 9.22 µM), for the others: at the top dose activation of IL-2 secretion, usual class: activators | 330,000 tested, under 10 active; also: % of control where 0% means no effect
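1) Mix primary human leukocytes, a-CD3 beads and compound. 2) Incubate 48 hr. 3) Add HTRF IL-2 reagents (a-IL-2-K, a-IL-2-d2).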
A-T KAP1 phos – qHTS Assay for Identifying a Potential Treatment of Ataxia-Telangiectasia. […] A-T fibroblasts, KAP-1 phosphorylation AlphaLISA; neocarzinostatin DNA damage 30 min before lysis. Potency, µM (highest dose often 57.5 µM), for the others: at the top dose activation, actives largely listed as activators. actives 0.19% (n = 320,000). AID 485349, 2010; also: potency is read from the fitted curve at half-maximal effect; % of control where 0% means no effect; nearly all actives have a fitted effect of over 45% in size
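hTERT-immortalized A-T patient fibroblasts ([…]), 500 cells/well in OPTI-MEM, 1% FBS, got compounds for 60 min, then NCS for 30 min at 37C. Lysates were then assayed for phospho-KAP-1 by AlphaLISA (anti-pKAP1 donor, anti-KAP1 acceptor beads), 6 hr at 25C.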
Mito fusion yeast – qHTS Assay for Small Molecule Inhibitors of Mitochondrial Division or Activators of Mitochondrial Fusion. S. cerevisiae fusion-defective mutant growth rescue, CellTiterGlo 48 h. Potency, µM (highest dose often 46.1 µM), for the others: at the top dose growth rescue (activation), hits mostly activators. actives 0.23% (n = 320,000);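 also: potency is read from the fitted curve at half-maximal effect; % of control where 0% means no effect; nearly all actives have a fitted effect of over 45% in size; temperature-sensitive fusion mutants such as fzo1-1 at 37 °C on non-fermentable ethanol glycerol medium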
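Temperature-sensitive fusion-defective S. cerevisiae (e.g. fzo1-1, mgm1-5) were grown with compound in YPEG medium (3% ethanol, 3% glycerol) for 48 hours at 37C. Growth rescue was measured as viability by CellTiterGlo luminescence after 10 minutes at ambient.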
PTAP TSG101 blk – qHTS Assay for Iinhibitors of HIV-1 Budding by Blocking the Interaction of PTAP/TSG101 | Tumor susceptibility gene 101 protein (Homo sapiens), Q99816 | Fluorescence polarization, FITC-PTAP peptide / Tsg101 binding | Potency, µM (highest dose often 115 µM), without a hit: at the highest dose activity change, negative = inhibition, actives largely listed as inhibitors | 340,000 tested, under 10 active | AID 493005, 2010; active = well fitted inhibition curve with a large enough effect in the main read-out, with a control signal flat, not every such curve was filed as active; inconclusive = small, poorly fitted or top-dose-only effect, or effect the other way, or a change in a side signal; inactive = no such curve, though single readings can be large or run the other way; also: potency is read from the fitted curve at half-maximal effect; % of control where 0% means no effect
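Tsg101 binding domain (10 uM final) was mixed with compound and a FITC-labeled PTAP peptide (50 nM final) in HEPES pH 7.5 buffer with NaCl, Tween 20, EDTA and TCEP; fluorescence polarization was read after 20 min at r.t.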
ASM inhibitor – Inhibitors of Secretory Acid Sphingomyelinase (S-ASM): qHTS | actives 0.006% (n = 340,000) | placental ASM, HMU-PC fluorogenic substrate, 60 min | Sphingomyelin phosphodiesterase (Homo sapiens), P17405 | Potency, µM (doses to about 57.5 µM), for inactives: top-dose activity change, negative = inhibition, actives largely listed as inhibitors | AID 504937, 2011; also: potency is read from the fitted curve at half-maximal effect
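Steps: dispense placental human ASM, pin compound, wait 10 min at room temperature, add HMU-PC0 substrate at 9 uM final, incubate 60 min at 37 °C, add stop solution raising pH to 10, read fluorescence.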
a7 integrin act – qHTS for Activators of Integrin-Mediated Alleviation for Muscular Dystrophy; alpha7betagal myoblasts, beta-gal FDG fluorescence, 48 h; Potency, µM (titrated, usually from 38.3 µM), without a hit: at the highest dose activation, actives largely listed as activators; actives 0.064% (n = 350,000); AID 624291, 2012;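 also: potency is read from the fitted curve at half-maximal effect; 100% = response of the positive control SU9516; nearly all actives have a fitted effect of over 60% in size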
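alpha7betagal+/- myoblasts (passage 13, 250/well) treated 48 h at 37C with compounds at 1:260 dilution of DMSO stock. Lysed, then beta-galactosidase activity read as FDG fluorescence (ex 480/em 540) after 30 min, with pre-read for autofluorescence.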
The depositor's hits bear a star; ? = inconclusive; / = no result given; [ ] = remark or other dose. Unless noted, calls follow the shape of the dose curve; as a rule, active = well fitted curve in the direction sought with a large enough effect; inconclusive = small, poorly fitted or top-dose-only effect, or another doubt; inactive = no such curve, though single readings can be large; an effect the other way counts as inactive or inconclusive.

The opening five compounds, to show the layout:
Sequence of screens – MBNL1 CUG block	Menin-MLL TR inh	TSHR antag	CXXC DNA block	TCR activator	A-T KAP1 phos	Mito fusion yeast	PTAP TSG101 blk	ASM inhibitor	a7 integrin act
- Cc1ccc(NC(=S)N/N=C2\CC(C)(C)Oc3ccc(O)cc32)cc1
→ -1%	8%	2	20%	-5%[46.1 µM]	-2%	-13%	1%	6%	46%
- Cc1ccc(CC(=O)N(C)CC(=O)N(CC(C)C)c2c(N)n(CC(C)C)c(=O)[nH]c2=O)cc1C
→ /	/	-2	/	2%	2%	2%	-1%	/	-1%
- COc1ccc(N2CCN(c3oc(-c4ccccc4OC)nc3C#N)CC2)cc1
→ ?	-15%	13	-3%	0%	8%	?	-8%	-10%	6%
- O=C(NCc1ccc(Cl)cc1)c1ccc(CSc2nc3ccncc3[nH]2)cc1
→ -12%	/	-5	-14%	-5%	7%	-4%	3%	-1%	6%
- CCCCN(CC)C(=O)c1ccc(-c2ccccc2)cc1
→ -9%	-5%	-6	11%	2%[46.1 µM]	18%	17%	-2%	0%	-27%

The listing, from the start:
Sequence of screens – MBNL1 CUG block	Menin-MLL TR inh	TSHR antag	CXXC DNA block	TCR activator	A-T KAP1 phos	Mito fusion yeast	PTAP TSG101 blk	ASM inhibitor	a7 integrin act
- Cc1ccc(NC(=S)N/N=C2\CC(C)(C)Oc3ccc(O)cc32)cc1
→ -1%	8%	2	20%	-5%[46.1 µM]	-2%	-13%	1%	6%	46%
- Cc1ccc(CC(=O)N(C)CC(=O)N(CC(C)C)c2c(N)n(CC(C)C)c(=O)[nH]c2=O)cc1C
→ /	/	-2	/	2%	2%	2%	-1%	/	-1%
- COc1ccc(N2CCN(c3oc(-c4ccccc4OC)nc3C#N)CC2)cc1
→ ?	-15%	13	-3%	0%	8%	?	-8%	-10%	6%
- O=C(NCc1ccc(Cl)cc1)c1ccc(CSc2nc3ccncc3[nH]2)cc1
→ -12%	/	-5	-14%	-5%	7%	-4%	3%	-1%	6%
- CCCCN(CC)C(=O)c1ccc(-c2ccccc2)cc1
→ -9%	-5%	-6	11%	2%[46.1 µM]	18%	17%	-2%	0%	-27%
- Cc1cc(Oc2cnn(C(C)(C)C)c(=O)c2Cl)cc(C(C)C)c1
→ ?	-15%	-38	3%	-1%[46.1 µM]	/	-1%	-2%	-9%	-1%
- COc1ccc(-c2n[nH]c(C)c2-c2cc(OC)ccc2O)cc1
→ -3%	/	-3	0%	1%	5%	3%	-8%	-2%	1%
- CCCCOc1ccccc1NC(=O)CC1Nc2ccccc2NC1=O (stereo not drawn)
→ 3%	?	-5	0%	5%	4%	7%	0%	12%	-11%
- CCCSc1nsc(SCCC)c1C(N)=O
→ 13%	2%	5	0%	2%	2%	3%	-2%	3%	-16%
- Cc1cc(C)c(NS(=O)(=O)c2ccc3c(c2)NC(=O)C(C)C(=O)N3)c(C)c1 (stereo not drawn)
→ 5%	-13%	6	/	-2%	-13%	2%	-5%	-1%	5%
- CC1CC(C)CN(CCCNC(=O)c2csc3c2CCCC3)C1 (stereo not drawn)
→ -2%	/	14	2%	-4%	-1%	10%	-3%	4%	-47%[inhibitor]
- Cc1ccc(NC(=S)NCCc2ccccc2)c(C)c1
→ /	-10%	5	23%	-5%[46.1 µM]	1%	-1%	0%	7%	6%
- O=c1oc(-c2ccccc2NS(=O)(=O)c2ccc(Cl)cc2)nc2ccccc12
→ 0%	/	-3	-4%	3%	4%	5%	-1%	4%	-17%
- Brc1ccc(-c2nnc3sc(CN4CCc5ccccc5C4)cn23)cc1
→ /	/	/	/	-3%	/	/	2%	0%	-9%
- OC(c1ccccc1)(c1ccc(F)cc1)C(c1ccccc1)N1CCOCC1 (stereo not drawn)
→ 12%	6%	-6	-1%	-3%	8%	-2%	0%	-3%	-6%
- O=Cc1cccc2ccc3cccc(C(=O)O)c3c12
→ /	/	/	/	5%	/	/	1%	1%	23%
- N#CCn1c(C2CCCCC2)nc2ccccc2c1=O
→ 11%	6%[11.7 µM]	-7	16%	-7%	9%	-3%	-1%	0%	-18%
- CCCCOc1cccc(C(=O)Nc2ccc(NC(=O)c3cccs3)cc2)c1
→ 1%	?	2	4%	-4%	-10%	-2%	1%	-1%	-6%
- NC(=O)CSC1=Nc2ccccc2C2=NC(CCC(=O)NCc3ccc(F)cc3)C(=O)N12 (stereo not drawn)
→ -4%	-3%	5	2%	4%	-4%	-4%	0%	54%[activator]	15%
- CCOc1ccc(/C=N/NC(=O)C2CC2)cc1OC
→ ?	6%	-19	4%	-4%	5%	2%	-2%	8%	0%
- Cc1c(NC(=O)CCCCCN2C(=O)c3ccccc3C2=O)c(=O)n(-c2ccccc2)n1C
→ -7%[11.5 µM]	-5%	3	-3%	-1%[46.1 µM]	0%	5%	-3%	6%	-4%
- O=C(Nc1ccccc1)/C(=C\c1ccc(F)cc1)NC(=O)c1ccco1
→ -1%	16%	-10	-17%	0%	/	-1%	3%	2%	4%
- CCN(CC)CCNC(=O)C(=O)Nc1cc2c3c(c1)CCN3C(=O)CC2
→ 0%	/	15	5%	6%	-4%	0%	-1%	-7%	13%
- Cc1cccc(-c2nnc(SCC#N)n2-c2ccccc2)c1
→ -3%	-15%	-17	0%	-3%	-2%	6%	-8%	-2%	-19%
- CCN(CC)C(NC(=O)Cc1ccccc1)C(Cl)(Cl)Cl (stereo not drawn)
→ 0%	22%	14	3%	1%	-2%	-3%	-7%	-1%	10%
- COc1ccc(NC(=O)CSc2nnc(Cc3cccn3C)n2CCc2ccccc2)c(OC)c1
→ -3%	8%	21	3%	/	-6%	3%	/	0%	10%
- CC(=O)C1=C(C)NC(=O)NC1c1ccccc1OCC(=O)NCCc1ccccc1 (stereo not drawn)
→ -4%	12%	2	-15%	/	1%	1%	/	5%	-15%
- COc1ccc(-c2csc(NC(=O)c3ccc(OCC(=O)N4CCOCC4)c(OC)c3)n2)cc1OC
→ /	2%	9	1%	0%[46.1 µM]	-2%	-8%	1%	-16%	-22%
- Cc1ccc(N2C(=S)NC3c4ccccc4OC2(C)C3C(=O)N(C)C)cc1 (stereo not drawn)
→ 0%	-23%	10	5%	3%	-3%	-4%	-2%	3%	0%
- Cc1cccc(OCC(=O)OCC(=O)Nc2ccc(Cl)cn2)c1
→ /	/	/	/	-6%	6%	/	-6%	-4%	-17%
- Nc1c(C(=O)NCC2CCCO2)sc(=S)n1-c1ccccc1 (stereo not drawn)
→ ?	-5%	-13	-2%	-5%	0%	0%	-3%	-2%	10%
- COc1ccc(-n2c(=S)[nH]c3cc(C(=O)Nc4ccc(OC)c(OC)c4)ccc3c2=O)cc1
→ -4%	24%	-3	0%	2%[46.1 µM]	6%	-1%	-3%	0%	2%
- COc1cccc(CNC(=O)c2ccc(N3CCOCC3)c([N+](=O)[O-])c2)c1
→ ?	5%	19	2%	1%	-5%	-4%	0%	-6%	0%
- COCCN(C(=O)COC(=O)CCc1nc2ccccc2s1)c1c(N)n(Cc2ccccc2)c(=O)[nH]c1=O
→ -11%	1%	3	?	6%	0%	-2%	-1%	0%	26%
- Cc1ccc(C)c(N(C)S(=O)(=O)c2cccc3nsnc23)c1
→ ?	1%	-11	-1%	-1%	2%	2%	-4%	0%	-23%
- COc1cc(S(=O)(=O)N2CCN(C(=O)c3ccccc3F)CC2)c(OC)cc1NC(C)=O
→ -13%	11%	25	-4%	1%	11%	6%	-4%	-1%	-5%

A portion of the library; count on the stated rates, not on these rows.
